High-throughput results: PubChem BioAssay, National Center for Advancing Translational Sciences (NCATS)
TRPV1 agonist – HTS Assay for Compounds that Act as Agonists of the Vanilloid Receptor 1 | TRPV1-expressing cells, Fluo-8 calcium influx, agonist mode | activation, % at 8.33 µM | actives 0.19% (n = 320,000); in the data active = activation above about 80%; inconclusive = between about 30% and that limit; note: 0% is about no effect
Target sequence (Q8NER1 whole entry, looked up): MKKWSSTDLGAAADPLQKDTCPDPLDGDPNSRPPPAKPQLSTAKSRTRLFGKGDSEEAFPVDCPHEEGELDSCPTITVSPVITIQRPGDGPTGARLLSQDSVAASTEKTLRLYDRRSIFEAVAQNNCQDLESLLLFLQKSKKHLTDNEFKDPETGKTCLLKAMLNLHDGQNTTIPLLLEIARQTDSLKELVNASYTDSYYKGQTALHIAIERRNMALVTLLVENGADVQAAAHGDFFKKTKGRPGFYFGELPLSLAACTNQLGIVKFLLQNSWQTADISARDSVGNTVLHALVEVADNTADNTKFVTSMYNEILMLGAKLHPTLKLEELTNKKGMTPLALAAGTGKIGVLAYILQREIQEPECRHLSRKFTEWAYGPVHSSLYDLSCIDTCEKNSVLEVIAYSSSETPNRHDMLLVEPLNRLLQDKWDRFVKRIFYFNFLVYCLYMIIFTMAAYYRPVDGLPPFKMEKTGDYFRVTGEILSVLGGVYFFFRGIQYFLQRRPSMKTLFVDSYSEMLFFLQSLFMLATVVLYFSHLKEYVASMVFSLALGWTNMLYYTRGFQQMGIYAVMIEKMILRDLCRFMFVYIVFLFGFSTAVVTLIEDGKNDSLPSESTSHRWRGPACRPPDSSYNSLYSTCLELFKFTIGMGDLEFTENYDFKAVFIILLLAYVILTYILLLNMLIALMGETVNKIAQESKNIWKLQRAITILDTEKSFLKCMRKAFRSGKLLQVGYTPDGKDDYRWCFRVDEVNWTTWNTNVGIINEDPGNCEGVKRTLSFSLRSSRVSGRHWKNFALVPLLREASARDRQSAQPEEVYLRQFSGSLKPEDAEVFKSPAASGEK
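TRPV1-expressing cells were cultured overnight at 35.5C and loaded with Fluo-8 calcium dye for 40 to 90 min at room temperature. After a 10 s baseline, compound was added and calcium influx was read kinetically for 3 min (ex 480/em 520 nm).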
hERG WT inh – qHTS for Inhibitors of KCHN2 3.1: Wildtype qHTS. U2OS, BacMam KCNH2, thallium flux FluxOr; stronger effect = lower value. activity change, % at 1.84 µM. actives 0.37% (n = 340,000). AID 720551, 2013;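 active = maximum activity change below -70%; inconclusive = maximum activity change between -70% and -50%; inactive = maximum activity change above -50%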; note: % is set by controls: 0 for no effect and ±100 for the full control effect
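U2OS cells transduced with wild-type KCNH2 virus are loaded with FluxOr dye for 45 min, and thallium flux is measured in kinetic reads before and after stimulation buffer. Rate constants are normalized to DMSO controls.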
Mito fusion act – qHTS Assay for Small Molecule Inhibitors of Mitochondrial Division or Activators of Mitochondrial Fusion; S. cerevisiae fusion-defective mutant growth rescue, CellTiterGlo 48 h; Potency, µM (series often up to 46.1 µM), for inactives: at the highest dose growth rescue (activation), hits mostly activators; actives 0.23% (n = 320,000); AID 485298, 2010;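 note: potency is the fitted concentration of half-maximal effect; % of control where 0% means no effect; nearly all actives have a fitted effect of over 45% in size; temperature-sensitive fusion mutants such as fzo1-1 at 37 °C on non-fermentable ethanol glycerol medium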
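Growth-rescue viability read-out: after 48 h at the non-permissive 37C in glycerol/ethanol YPEG, yeast mitochondrial fusion mutants are measured by CellTiterGlo luminescence; compounds (23 nl pinned per well) restoring growth score as division inhibitors or fusion activators.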
TSHR antagonist – Antagonists of the Thyroid Stimulating Hormone Receptor: HTS campaign | activity change, negative = inhibition, % at 11.5 µM | AID 504810, 2011 | TSHR-expressing cells, TSH-stimulated cAMP HTRF, 2 h; stronger effect = lower value | actives 0.2% (n = 330,000);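 active = activity change below a set negative limit, meaning inhibition stronger than a set level, cut at about -70% in these data; inconclusive = activity change between two set negative limits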; note: % is set by controls: 0 for no effect and ±100 for the full control effect
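Antagonism was scored as loss of TSH-driven cAMP in TSHR cells, stimulated with 4nM TSH (EC80) for 2 hours at 37 deg C and detected by homogeneous HTRF competition immunoassay.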
ELG1 DNA repair – qHTS screen for small molecules that inhibit ELG1-dependent DNA repair in human embryonic kidney (HEK293T) cells expressing luciferase-tagged ELG1. HEK293T ELG1-luciferase reporter, luminescence, 16 h; DNA damage induced by 5-fluorouridine. Potency, µM (top dose mostly 46.1 µM), for inactives: at the top dose activity change, negative = inhibition, most hits filed as inhibitors. actives 2.3% (n = 330,000). AID 504467, 2011; note: potency is the fitted concentration of half-maximal effect; % is set by controls: 0 for no effect and ±100 for the full control effect; nearly all actives have a fitted effect of over 55% in size
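5-Fluorouridine DNA damage + compound/DMSO, 2,000 cells/well, 16 h, 37 °C/5% CO2. ONE-Glo, 30 min RT, luminescence. Readout = decrease in reporter signal.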
TCR activator – Activators of T cell receptors: qHTS campaign; primary human leukocytes, anti-CD3, IL-2 HTRF, 48 h; Potency, µM (highest dose often 9.22 µM), without a hit: at the top dose activation of IL-2 secretion, most hits filed as activators; 330,000 tested, under 10 active; note: % of control where 0% means no effect
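IL-2 produced over 48 hr by a-CD3 bead-stimulated primary human leukocytes exposed to compounds was detected with a homogeneous time-resolved FRET immunoassay, 665nm acceptor signal after 320nm excitation.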
USP2a inh – qHTS Assay for Inhibitors of Ubiquitin-specific Protease USP2a Using CHOP2 as the Reporter; Ubiquitin carboxyl-terminal hydrolase 2 (Homo sapiens), O75604; USP2 core, Ub-CHOP2 coupled fluorogenic reporter, 485/531; Potency, µM (titrated, usually from 38.3 µM), without a hit: at the top dose activity change, negative = inhibition, most hits filed as inhibitors; actives 0.01% (n = 330,000); AID 463254, 2010;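 note: potency is the fitted concentration of half-maximal effect; plate controls were DMSO wells for no effect and full inhibition by NEM control for full effect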
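Cell-free coupled assay: 10nM USP2 core preincubated 30min RT with compound in Tris-HCl pH 8.0/CaCl2/CHAPS buffer, then 25nM Ub-CHOP2 and 25nM reporter substrate; fluorescence (Ex 485/Em 531) read after 60min RT, normalized to NEM inhibition, concentration-response curves fitted.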
A-T KAP1 phos – qHTS Assay for Identifying a Potential Treatment of Ataxia-Telangiectasia | […] A-T fibroblasts, KAP-1 phosphorylation AlphaLISA; neocarzinostatin DNA damage 30 min before lysis | actives 0.19% (n = 320,000) | Potency, µM (titrated, usually from 57.5 µM), without a hit: top-dose activation, most hits filed as activators; note: potency is the fitted concentration of half-maximal effect; % of control where 0% means no effect; nearly all actives have a fitted effect of over 45% in size
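hTERT-immortalized A-T patient fibroblasts ([…]), 500 cells/well in OPTI-MEM, 1% FBS, got compounds for 60 min, then NCS for 30 min at 37C. Lysates were then assayed for phospho-KAP-1 by AlphaLISA (anti-pKAP1 donor, anti-KAP1 acceptor beads), 6 hr at 25C.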
Eya2 phos inh – qHTS Assay for Inhibitors of the Phosphatase Activity of Eya2; recombinant Eya2, OMFP fluorescence dephosphorylation (OMFP is methylfluorescein phosphate); AID 488837, 2010; actives 0.006% (n = 330,000); Potency, µM (doses to about 76.9 µM), for inactives: at the highest dose activity, negative = inhibition, actives largely listed as inhibitors; Protein phosphatase EYA2 (Homo sapiens), O00167; note: potency is the fitted concentration of half-maximal effect; % is set by controls: 0 for no effect and ±100 for the full control effect
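Eya2 protein (added as 0.2 uM solution) was preincubated with compound for 10 min at ambient temperature in 50 mM HEPES pH 7.5, 50 mM NaCl, 5 uM MgCl2, 0.05% BSA, 1 mM DTT. OMFP (added at 50 uM) then reacted 10 min; fluorescence read at 485/525 nm.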
KCNH2 3.1 block – qHTS for Inhibitors of KCHN2 3.1: Mutant qHTS | Potassium voltage-gated channel subfamily H member 2, brain isoform KCNH2 3.1 (human) | U2OS KCNH2 3.1, thallium flux FluxOr; stronger effect = lower value | activity change, % (tested at about 1.8 µM) | actives 0.95% (n = 340,000);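 active = maximum activity change below -70%; inconclusive = maximum activity change from -70% to -50%; inactive = maximum activity change above -50%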;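 note: thallium influx rate constant from kinetic fluorescence after stimulation buffer; % is set by controls: 0 for no effect and ±100 for the full control effect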
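Kinetic fluorescence (2 min after stimulation buffer) measures Tl+ influx through KCNH2 3.1 expressed by viral transduction in U2OS cells; the rate constant is normalized against DMSO controls serving as positive and negative references.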
Starred values were filed as active, the others as inactive; u = inconclusive; x = no result given; [ ] = dose if it differs, or a comment. Unless noted, calls come from the whole dose curve; as a rule, active = well fitted curve in the direction sought with a large enough effect; inconclusive = small, poorly fitted or top-dose-only effect, or another doubt; inactive = no such curve, though single readings can be large; an effect the other way counts as inactive or inconclusive.

SMILES	TRPV1 agonist	hERG WT inh	Mito fusion act	TSHR antagonist	ELG1 DNA repair	TCR activator	USP2a inh	A-T KAP1 phos	Eya2 phos inh	KCNH2 3.1 block
CCc1ccc(OCc2nnc(SCC(=O)NCc3ccco3)o2)cc1	0	1	1%	-2	0%	0%	2%	3%	-37%	-3
Cc1ccc(NC(=O)CCN2CCN(CCO)CC2)cc1Br	-1	1	2%	4	14%	-3%	-2%	3%	-3%	12
CC(C)N1CCN(Cc2ccc(Oc3ncccn3)cc2)CC1CCO (stereo not drawn)	2	11	-5%	-8	-7%	7%	6%	10%	7%	13
CCOC(=O)Cn1nnnc1CN(Cc1cccs1)Cc1cc2cc(C)ccc2[nH]c1=O	2	-4	1%	-4	u	-1%	5%	2%	-2%	6
O=C(CCCn1c(=S)[nH]c2ccsc2c1=O)NCc1ccco1	1	-17	0%	-8	-10%	x	-2%	-6%	11%	-9
COC(=O)c1c(C)[nH]c(C(=O)OC(C)C(=O)N(C)C2CCCCC2)c1C (stereo not drawn)	25	-9	4%	1	u	1%	0%	-11%	0%	1
O=C(Cc1ccccc1[N+](=O)[O-])NNC(=O)c1ccncc1	-3	-4	0%	6	9%	3%	0%	-4%	3%	-1
COCc1cc(=O)n2[nH]c(SCc3ccccc3)nc2n1	0	0	-1%	x	10%	0%	-2%	x	0%	9
Cc1cc(C)nc(NS(=O)(=O)c2ccc(N/C=C/C(=O)c3ccc(Cl)c(Cl)c3)cc2)n1	2	-11	-2%	-9	20%	1%[46.1 µM]	2%	9%	2%	-17
COc1ccc(CC2(CO)CCN(Cc3cnn(C)c3C)CC2)cc1	-1	40	-2%	10	3%	-11%	3%	5%	-10%	10
CCC(C)(C(=O)NC1CCCCC1)N(Cc1ccco1)C(=O)CNC(=O)c1ccccc1 (stereo not drawn)	-1	-2	3%	-3	1%	2%	1%	4%	4%	14
N#Cc1ccc(CN2C(=O)NC3(CCCCCC3)C2=O)cc1	2	3	30%	-6	-3%	-4%	-6%	4%	2%	17
Cn1c(=NC(=O)c2ccc3c(c2)OCCO3)sc2cc(S(C)(=O)=O)ccc21	-1	-9	1%	-1	20%	4%	0%	5%	9%	-15
CCC1(c2ccccc2)NC(=O)N(CC(=O)Nc2ccc(S(=O)(=O)N3CC(C)CC(C)C3)cc2)C1=O (stereo not drawn)	0	11	1%	-3	-16%	0%	-2%	1%	-6%	6
O=C(Cc1c(Cl)cccc1Cl)N/N=C/c1cccnc1	-1	4	-3%	4	9%	-10%	-2%	20%	15%	-8
COc1ccc(/C=N/NC(=O)c2ccncc2)cc1Cn1nc([N+](=O)[O-])c(Br)c1C	6	1	4%	-11	-10%	9%	3%	1%	-9%	-4
S=c1[nH]c(-c2ccccc2)cn1/N=C/c1cccnc1	0	-3	-1%	-7	-2%	-4%	1%	-4%	16%	3
COCCSc1nnc(NC(=O)Cc2ccc(OC)cc2)s1	u	x	-5%	0	-5%	-7%	0%	-2%	1%	-8
CC1(C)Cc2cccc(C(=O)NC3CCN(Cc4ccccc4)CC3)c2O1	16	8	-10%	0	9%	0%	-1%	0%	1%	0
Cn1c(CN2CCN(c3ccc(Cl)cc3)CC2)nc2ccccc21	8	31	-26%	-13	u	-12%	0%	x	-2%	-13
Cc1ccc(S(=O)(=O)NNC(=O)Nc2cccc(F)c2)c(C)c1	3	3	0%	-5	11%	-1%	1%	16%	-1%	4
CCN(CC)CCNc1nc2c(c(=O)[nH]c(=O)n2C)n1CCCc1ccccc1	2	6	-2%	1	2%	14%	0%	-2%	-7%	-25
COc1cc(OC)c(C(=O)OCC(=O)N2CC(=O)Nc3ccccc32)cc1OC	0	-6	7%	4	-3%	-6%	-1%	0%	u	0
CCOc1cc(/C=C2\CCC/C(=C\c3cc(Cl)c(O)c(OCC)c3)C2=O)cc(Cl)c1O	2	-15	-6%	-25	6.5µM*	-2%	2%	-8%	1%	-23
O=C(CNC(=O)c1ccco1)OCC(=O)c1ccc2ccccc2c1	6	-2	-1%	-5	-3%	x	-1%	-2%	-11%	12

For reference, 3 of the compounds above.
SMILES	TRPV1 agonist	hERG WT inh	Mito fusion act	TSHR antagonist	ELG1 DNA repair	TCR activator	USP2a inh	A-T KAP1 phos	Eya2 phos inh	KCNH2 3.1 block
COc1cc(OC)c(C(=O)OCC(=O)N2CC(=O)Nc3ccccc32)cc1OC	0	-6	7%	4	-3%	-6%	-1%	0%	u	0
CCOc1cc(/C=C2\CCC/C(=C\c3cc(Cl)c(O)c(OCC)c3)C2=O)cc(Cl)c1O	2	-15	-6%	-25	6.5µM*	-2%	2%	-8%	1%	-23
O=C(CNC(=O)c1ccco1)OCC(=O)c1ccc2ccccc2c1	6	-2	-1%	-5	-3%	x	-1%	-2%	-11%	12

Additional entries:
SMILES	TRPV1 agonist	hERG WT inh	Mito fusion act	TSHR antagonist	ELG1 DNA repair	TCR activator	USP2a inh	A-T KAP1 phos	Eya2 phos inh	KCNH2 3.1 block
C[C@@H]1NC(=O)c2cc([N+](=O)[O-])cc(F)c2NCCC[C@@H](C(N)=O)NC(=O)[C@H](CC(N)=O)NC1=O	-2	x	-6%	-3	5%	-4%	3%	-21%	3%	x
CCCS(=O)(=O)c1nc(S(=O)(=O)c2ccc(C)cc2)c(NCCCN2CCCC2=O)s1	-2	-5	1%	-10	1%	7%	2%	1%	1%	7
COc1ccccc1N1CCN(C(=O)c2ccc3[nH]c(C)c(C)c3c2)CC1	9	-11	2%	-6	u	0%	3%	-2%	-1%	6
O=C(C1CCCN1S(=O)(=O)c1cccc2cccnc12)N1CCc2ccccc21 (stereo not drawn)	2	-3	0%	0	-16%	0%	2%	29%	-5%	6
CC(=O)NC(c1ccc(F)cc1)c1cccnc1 (stereo not drawn)	1	-1	-3%	10	19%	-1%[46.1 µM]	1%	-4%	6%	5
CN(Cc1cc2ccccc2[nH]c1=O)C(=O)c1cccs1	-4	21	-5%	6	28%	x	-1%	0%	-12%	9
Cc1ccc(C2=NS(=O)(=O)N(C)C(C(=O)Nc3ccc4c(c3)OCO4)=C2)cc1	12	23	5%	-15	u	-5%	0%	3%	-3%	18
CCOC(=O)c1ccc(NC(=O)COc2coc(CN3CCc4ccccc43)cc2=O)cc1	0	21	7%	-2	3%	-2%	0%	-10%	4%	-17
CCCCC(=O)Nc1nnc(S(=O)(=O)N2CCCCCC2)s1	0	-5	-20%	13	8%	3%	4%	-2%	3%	-5
O=C(NCCc1ccc(F)cc1)c1cccc(NC(=O)c2ccccc2)c1	2	-1	-4%	-2	u	1%	-1%	1%	5%	-16
CC(C)(C)OC(=O)CNC(=O)c1[nH]cnc1C(=O)N[C@@H](Cc1ccccc1)C(=O)OC(C)(C)C	82*	1	-4%	-8	u	5%	0%	-3%	u	2
c1ccc(-c2noc(C34CC5CC(CC(C5)C3)C4)n2)nc1	0	-15	13%	-11	u	2%	-7%	-1%	0%	-2
C/C(=N/NC(=O)C1CCCC1)c1ccc(NC(=O)C(F)(F)F)cc1	-2	x	0%	16	u	x	0%	1%	-2%	x
COc1ccc(NC(=O)c2cn(CCC#N)nc2-c2cc3ccccc3o2)cc1	5	14	-2%	2	-7%	3%	1%	0%	-4%	-11
COCCCNC(=O)CCCOc1ccccc1	-4	-1	7%	-16	14%	-3%	3%	9%	8%[15.4 µM]	-11
Cc1cc(=O)oc2cc(OCC(=O)OCC(=O)N3CCc4ccccc43)ccc12	-2	4	-4%	-12	15%	1%	2%	0%	0%	6
CCOC(=O)C1CCN(Cc2c(O)ccc3ccccc23)CC1	-1	7	1%	-5	0%	2%[46.1 µM]	-2%	0%	0%	-13
Cc1cc(/C=N/NC(=O)CC2(C)OCCO2)c(C)n1-c1ccc(Cl)c(Cl)c1	3	-6	8%	4	0%	1%[46.1 µM]	1%	-3%	-1%	-7
CN(C(=O)CSc1nnnn1-c1ccc(O)cc1)C1CCCCC1	x	-3	x	-6	17%	-2%	6%	-3%	-27%	-9
O=C(CNC(=O)c1cccs1)N/N=C/c1ccc(O)cc1O	-3	0	u	-14	u	1%	0%	5%	1%	-2
CCN(CC)c1ccc(NC(=O)c2cccc(OC)c2)c(C)c1	u	1	5%	-13	1%	3%	-1%	6%	2%	2

This is a subset; rates above refer to the full screens.
